MCL1-BIM inh – MCL1-BIM-BH3 interaction inhibition (human). Q07820. GST-MCL1 / FITC-Bim-BH3 fluorescence polarization. inhibition, % at 10.9 µM. 0.68% of 320,000 active. AID 2057;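 active means inhibition above the mean inhibition of all tested compounds plus 3 SD, set per campaign, cut at about 40% in these data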;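 further: 0% = DMSO wells and 100% = unlabeled Bim-BH3 peptide control; higher means more loss of mP so more displacement of Bim peptide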
Target sequence (Q07820 whole entry, looked up): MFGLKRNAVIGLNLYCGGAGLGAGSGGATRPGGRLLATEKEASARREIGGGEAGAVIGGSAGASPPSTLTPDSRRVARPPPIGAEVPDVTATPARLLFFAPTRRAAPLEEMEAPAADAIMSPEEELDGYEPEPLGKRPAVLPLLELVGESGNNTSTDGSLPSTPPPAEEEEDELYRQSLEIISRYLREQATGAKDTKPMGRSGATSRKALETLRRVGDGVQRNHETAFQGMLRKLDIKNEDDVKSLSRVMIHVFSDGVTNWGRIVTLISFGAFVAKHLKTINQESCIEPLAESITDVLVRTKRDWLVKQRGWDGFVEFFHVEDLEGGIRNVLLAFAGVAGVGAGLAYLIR
GLD-1 TGE inh – GLD-1-TGE RNA interaction inhibition (C. elegans). Q17339. purified GLD-1 + fluorescein TGE RNA, fluorescence polarization. inhibition, % at 5.96 µM. 0.44% of 320,000 active. AID 2280;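 active means percent inhibition above a per-plate cutoff, the plate mean of test compounds plus 3 SD, cut at about 30% in these data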;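 further: 0% = DMSO wells with GLD-1 and probe and 100% = wells lacking GLD-1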
Target sequence (Q17339 whole entry, looked up): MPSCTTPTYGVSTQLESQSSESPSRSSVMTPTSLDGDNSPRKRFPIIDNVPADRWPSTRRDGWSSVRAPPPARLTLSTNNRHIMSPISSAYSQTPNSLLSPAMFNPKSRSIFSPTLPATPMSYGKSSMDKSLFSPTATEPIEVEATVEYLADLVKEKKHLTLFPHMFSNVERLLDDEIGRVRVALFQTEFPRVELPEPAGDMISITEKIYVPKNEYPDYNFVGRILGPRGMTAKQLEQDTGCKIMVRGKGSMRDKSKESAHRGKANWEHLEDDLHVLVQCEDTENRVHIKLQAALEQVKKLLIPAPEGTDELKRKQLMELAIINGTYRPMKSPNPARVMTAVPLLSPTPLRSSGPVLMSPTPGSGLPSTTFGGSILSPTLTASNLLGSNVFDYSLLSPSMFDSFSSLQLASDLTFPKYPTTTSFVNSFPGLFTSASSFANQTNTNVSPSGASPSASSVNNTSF
GRK2 aptamer HTS – human GRK2 inhibition via aptamer displacement; P25098; bead flow cytometry, FAM-aptamer displacement from GRK2; inhibition of aptamer binding, % at 10 µM; 0.59% of 330,000 active; AID 488847;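 active means inhibition of aptamer binding above 40%, roughly 3 SD of noise, on plates passing a quality check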;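 further: median bead fluorescence of bound FAM aptamer so fluorescent compounds give negative values; no value below 0 was filed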
CIT2 TOR yeast – modulators of TOR pathway CIT2-GFP in S. cerevisiae; S. cerevisiae CIT2-GFP strain, flow cytometry, 3 h; 100 means same as DMSO wells; GFP response vs DMSO, % at 10 µM; 0.065% of 320,000 active; AID 2029;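 active means GFP response relative to DMSO above a set limit, near the screen mean plus 3 SD, cut at about 150% in these data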;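 further: ratio of well median GFP fluorescence to mean of DMSO wells on the plate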
VLA-4 inh – inhibition in a human VLA-4 binding assay | 0.2% of 330,000 active | VLA-4 expressing cells, ligand binding flow cytometry | P13612 | inhibition, % (about 7 µM as worked out from the volumes in the protocol) | AID 2557; in the data active means inhibition above about 50%
Fam108B inh – blocks mouse Fam108B hydrolase in RBBP9 counter-screen; recombinant Fam108B, FP-Rh probe fluorescence polarization; inhibition, % at 9.51 µM; 0.33% of 300,000 active; AID 1947;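 active means inhibition above the screen mean inhibition plus 3 SD, computed separately per campaign, cut at about 18% in these data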;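 further: inhibitors lower polarization as less probe binds the enzyme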
MEX-5 binding – C. elegans MEX-5 TCR-2 RNA binding activity. Q9XUB2. MEX-5/FITC-TCR2 RNA binding, fluorescence polarization; stronger effect = lower value. activity score (negative = inhibition of binding), % at 10 µM. 0.38% of 300,000 active. AID 1832;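 active means inhibition past about -25% in most replicates, and total fluorescence under double the plate's negative control median, limit read from the data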;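 further: 0% = DMSO and -100% = 5 µM competing unlabeled TCR2 RNA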
AGP1-GFP MLPCN – alters AGP1-GFP fluorescence in TOR pathway yeast screen | S. cerevisiae AGP1-GFP multiplex flow cytometry, 3 h; GFP as percent of DMSO wells | GFP response vs DMSO, % at 10 µM | 0.02% of 320,000 active | AID 2066;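 active means GFP response relative to DMSO above a set limit, near screen average plus 3 SD, cut at about 150% in these data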;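 further: median GFP channel fluorescence of the gated AGP1 strain per well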
BCLXL inh – Bcl-xL (human) inhibition | Q07817 | GST-Bcl-xL / FITC-Bim BH3 peptide fluorescence polarization | inhibition, % at 10.9 µM | 0.7% of 320,000 active;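 active means inhibition above the mean of all tested compounds plus 3 SD, cutoff set per campaign, cut at about 30% in these data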;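 further: 0% = DMSO wells and 100% = unlabeled Bim-BH3 peptide competitor; inhibitors lower millipolarization by displacing the labeled peptide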
Target sequence (Q07817 whole entry, looked up): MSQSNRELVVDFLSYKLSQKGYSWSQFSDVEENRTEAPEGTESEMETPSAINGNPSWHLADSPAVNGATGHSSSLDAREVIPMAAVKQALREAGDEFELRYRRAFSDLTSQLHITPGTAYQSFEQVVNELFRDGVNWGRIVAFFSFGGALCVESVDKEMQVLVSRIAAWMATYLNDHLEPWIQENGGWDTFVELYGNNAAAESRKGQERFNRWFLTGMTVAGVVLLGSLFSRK
Starred values were filed as active, the others as inactive; / = no result given.

SMILES	MCL1-BIM inh	GLD-1 TGE inh	GRK2 aptamer HTS	CIT2 TOR yeast	VLA-4 inh	Fam108B inh	MEX-5 binding	AGP1-GFP MLPCN	BCLXL inh
O=C(CSc1nnc(-c2ccc3c(c2)OCO3)o1)Nc1c(F)cccc1F	/	-2	2	87	21	/	/	86	/
CC(=O)N1CCN(C(=O)c2ccc(Cl)c(S(=O)(=O)N3CCCCCC3)c2)CC1	3	-5	3	106	2	/	/	108	7
Cn1c(=O)[nH]c(=O)c2[nH]c(NCCCN3CCOCC3)nc21	-4	-1	0	98	13	1	2.6	105	10
Cc1ccc(Cn2nnnc2CN2CCC(NC(=O)c3ccc(Br)cc3)CC2)cc1	10	2	0	102	10	-5	3.5	95	5
C=CCc1c(C)nc(-c2ccccc2)nc1Nc1ccccc1O	-67	-4	4	99	-72	-1	0.6	95	-28
O=S(=O)(c1ccc(F)c(F)c1)N1CCC2(CC1)OCCO2	6	-1	17	104	-6	0	0.1	109	4
O=S(=O)(Cc1ccccc1)c1cnc2ccccc2n1	2	6	0	94	5	2	2.4	105	2
CCCc1cc(=O)[nH]c(SCC(=O)NC2CCCc3ccccc32)n1 (centres undefined)	-2	5	1	99	-6	-2	-0.5	107	-1
COC(=O)Cn1nc(-c2ccccc2)n(-c2ccccc2)c1=S	-8	1	3	93	9	-3	3.4	98	-2
O=C(COC(=O)c1cnccn1)NCc1ccc2c(c1)OCO2	3	-4	0	96	12	-3	-0.7	94	2
COc1cc(CNCCc2ccccc2F)ccc1OCC(=O)N1CCCCC1	-10	1	3	101	8	-4	-0.7	98	-6
COc1ccc(NC(=O)c2cc(OC)c(OC)c(OC)c2Br)cc1OC	3	-5	0	103	4	4	1.0	96	2
Cc1ccc2oc(C(=O)N(CCO)Cc3ccccc3)c(C)c2c1	-4	-2	0	93	2	-2	-2.3	98	0
CC1CCCN(C(=O)CSc2nnc3n(C4CCCC4)c(=O)c4ccccc4n23)C1 (centres undefined)	-5	4	4	98	-2	-5	-1.3	67	-5
COn1c(=O)c(-c2ccc(F)cc2)[n+]([O-])c2ccccc21	7	5	0	91	7	7	-2.3	96	1
O=C(CCCN1C(=O)c2cccc3cccc(c23)C1=O)N1CCN(c2ccc(F)cc2)CC1	4	-1	0	89	2	6	-1.9	97	7
CCOC(=O)C1CCN(CCCSc2ccc(Cl)cc2)CC1	-3	1	1	106	5	-5	4.2	101	3
CCOc1ccc(N(C(C)C(=O)NC2CCCCCC2)S(C)(=O)=O)cc1 (centres undefined)	2	5	1	96	-1	-2	-2.0	97	4
CCOCCCNC(=O)CN1C(=O)/C(=C/c2ccccc2)Sc2ccccc21	0	10	1	98	28	-1	1.5	95	1
CN(c1ccccc1)S(=O)(=O)c1cccc(C(=O)OCC(=O)NCc2ccc3c(c2)OCO3)c1	2	4	0	90	13	-1	-1.1	93	4
Cc1cnn(-c2cc(N/N=C/c3ccc(F)cc3)ncn2)c1	5	7	3	103	9	-8	1.2	/	-1
COc1ccccc1NC(=S)NC(=O)/C=C/c1cccs1	6	4	0	103	-16	-11	1.6	113	4
COc1ccc(NC(=O)Cn2nnc(C(=O)NCc3cccs3)c2N)c(OC)c1	0	-7	3	99	8	3	1.1	101	0
O=C(O)c1cc(N/N=C/C=C/c2ccccc2[N+](=O)[O-])ccc1Cl	10	-4	2	86	11	3	-1.6	105	11
CCCOc1cccc(-c2cc(C(=O)NN)c3ccccc3n2)c1	6	0	0	92	/	-8	-0.5	103	3
Cc1cccc(C)c1NC(=O)CN(C)C(=O)C1CCN(c2ncnc3sc(C)c(C)c23)CC1	-5	3	0	108	3	1	0.3	103	3
CN1CCN(C(=O)C2=C[C@H](c3ccc(Br)cc3)C[C@H](OCCCCO)O2)CC1	4	9	0	90	7	-1	1.0	87	3
C/C(Cn1cnc([N+](=O)[O-])n1)=N\NC(=O)c1ccc(F)cc1	8	4	0	94	27	0	-3.4	104	1
CSCCC(NC(=O)c1ccccc1Br)C(=O)N1CCC(C)CC1 (centres undefined)	5	-3	0	94	0	0	1.8	91	8
C/C(=N\NC(=O)c1nnn(-c2nonc2N)c1-c1ccccc1)c1ccccc1O	10	4	0	104	9	-12	0.6	103	4
COc1cc2cc(CCOC(=O)c3ccco3)oc(=O)c2cc1OC	4	-2	0	85	3	/	/	91	13
C/C(CC(=O)Nc1c(C)cc(C)cc1C)=N\NC(=O)OC(C)(C)C	5	1	1	100	13	-2	0.2	97	2
CCSc1nnc(NC(=O)c2cc(-c3ccccc3O)n[nH]2)s1	4	-3	1	95	2	-15	2.0	102	-5
CCCCOc1ccc(Cl)cc1Nc1nc(NCCO)nc(N2CCCC2)n1	-1	5	2	104	18	4	-1.0	92	-6
COc1ccc(C2=NN3C(=O)c4c(ccc(OC)c4OC)C3C2)cc1 (centres undefined)	-16	-6	0	84	1	-1	-1.2	81	-9
COC(=O)c1ccccc1NCCO	6	-1	0	101	7	-5	1.5	103	6
CC(=O)c1ccc(S(=O)(=O)N2CCC(NC(=O)c3ccccc3)CC2)cc1	/	/	0	103	0	/	2.1	102	/
COc1ccc2nc(SCC(=O)Nc3ccc(S(=O)(=O)N4CCCC4)cc3)c(C#N)cc2c1	-16	-45	1	97	-11	-33	10	98	-14
CN(CC(=O)N1CCN(c2ccc(F)cc2)CC1)S(=O)(=O)c1ccc(F)cc1	0	2	0	85	11	-2	-0.6	86	3
CCCC(=O)Nc1ccc(C(=O)NCCc2ccc(F)cc2)cc1	11	3	3	102	-6	0	/	97	7

Some of these compounds in order of the VLA-4 inh value, low to high.
SMILES	VLA-4 inh
CCCC(=O)Nc1ccc(C(=O)NCCc2ccc(F)cc2)cc1	-6
COc1cc2cc(CCOC(=O)c3ccco3)oc(=O)c2cc1OC	3
COc1ccc(NC(=O)Cn2nnc(C(=O)NCc3cccs3)c2N)c(OC)c1	8

Further records follow:
SMILES	MCL1-BIM inh	GLD-1 TGE inh	GRK2 aptamer HTS	CIT2 TOR yeast	VLA-4 inh	Fam108B inh	MEX-5 binding	AGP1-GFP MLPCN	BCLXL inh
Cc1ccc(CN2CC(C(=O)N(C)CC(=O)Nc3cccc(F)c3)CC2=O)cc1 (centres undefined)	5	0	1	106	4	-5	1.2	98	5
O=[N+]([O-])c1cccc(-c2noc(-c3cccs3)n2)c1	4	-1	3	111	0	-1	2.0	120	0
CCc1ccc(NC(=O)CSc2nnc(CNC(=O)c3cccs3)o2)cc1	2	3	0	101	0	-1	/	102	4
COc1ccc(-c2nnc(SCC(=O)NC(C)c3ccccc3)o2)cc1 (centres undefined)	1	2	0	101	-10	3	2.0	115	-2
CC1(C)CC(=O)C(Sc2ccc(Br)cc2)=C(O)C1	5	-4	0	82	-6	-1	1.9	92	6
CCOc1ccccc1Cn1c(=O)oc2ccc(C)cc21	6	15	1	98	9	2	/	101	7
CN(C)c1ccc(C(CNC(=O)c2ccccc2)c2c[nH]c3ccccc23)cc1 (centres undefined)	14	3	1	109	15	5	1.0	104	0
Cc1nc(CS(=O)(=O)c2ccccn2)sc1C(=O)NNC(=O)c1ccccc1	2	-1	1	89	12	1	-6.7	99	2
CCC(C)(C)NC(=O)C(C)OC(=O)c1nsc(Cl)c1Cl (centres undefined)	3	-1	0	105	8	3	3.2	/	8
COc1cccc(NC(=O)Nc2cc(C(=O)O)ccc2C)c1	-6	1	3	103	5	2	0.0	101	-2
Cc1ccc(OCC(=O)N/N=C/c2cc([N+](=O)[O-])ccc2N2CCCCC2)cc1	-4	0	0	95	0	-3	0.7	97	0
COc1cccc(/C=C(/C#N)c2ccc(F)cc2)c1OCc1cccc(C(=O)O)c1	0	7	12	100	-12	0	-2.2	98	3
CCOc1ccc(N(CC(=O)NC2CCCCCC2)S(=O)(=O)c2ccccc2)cc1	2	3	0	107	14	1	2.4	99	1
CCc1nc2ccccc2c(C(=O)OCC(=O)Nc2ccc(S(=O)(=O)N3CCOCC3)cc2)c1C	-9	3	0	110	19	-14	1.5	104	5
C=CCNc1oc(-c2cccc(Cl)c2)nc1C#N	/	-3	0	97	24	/	/	107	/
COC(=O)[C@@]1(Cc2ccc(OC)cc2)[C@H]2c3cc(C(=O)N(C)C)[nH]c3C[C@H]2CN1C(=O)c1ccccc1	1	7	3	102	-17	2	2.0	86	1
Cc1ccc(NC(=O)CSc2ncc(S(=O)(=O)c3ccccc3)c(=O)[nH]2)cc1C	-7	-2	1	110	-14	0	-1.1	106	-2
CC(NC(=O)CCCc1ccccc1)c1ccncc1 (centres undefined)	9	-5	0	111	17	3	-1.3	110	10
CC1CCC(C(=O)NC(C(=O)N2CCc3ccccc3C2)C(C)C)CC1 (centres undefined)	1	4	0	100	18	2	1.0	103	0
Cc1nnc(SCC(=O)NNC(=O)c2ccccc2)n1-c1ccccc1	-5	2	2	98	27	9	-3.4	102	0
O=C1CC(=O)CC(c2ccco2)C1	3	9	8	98	-1	-2	/	94	5
CCSc1ccc([C@@H]2[C@@H]3C(=O)N(C)C(=O)[C@@H]3[C@]3(C(=O)OC)CCCCN23)cc1	2	-1	/	/	/	-3	1.7	/	-1
Cc1ccc(S(=O)(=O)Nc2ccccc2C(=O)N2CCCCC2C)c(C)c1NS(C)(=O)=O (centres undefined)	10	3	3	114	13	-5	-0.5	110	6
Cc1ccc(NC(=O)C2CC(=O)N(C(C)C)C2)cc1C (centres undefined)	4	-1	0	104	7	3	-0.2	100	2
Cc1ccc(/C=N\NC(=O)CC(=O)NCCc2ccccc2)cc1	7	-3	4	98	-15	0	-0.3	99	4
Cc1cc(C)c(S(=O)(=O)N2CCN(c3ccccc3)CC2)c(C)c1	6	-4	1	96	8	2	-2.0	99	6
CC(=O)OCc1c(F)c(F)c(-n2nc(C)cc2C)c(F)c1F	-5	4	0	87	5	-2	1.6	98	1
CC1CCCC(C)N1C(=O)COC(=O)c1ccc(F)c(S(=O)(=O)N2CCOCC2)c1 (centres undefined)	-1	-3	4	103	7	2	-0.3	89	-5
O=C(CSc1nnc(-c2ccc(Cl)cc2)n1-c1ccccc1)N/N=C/c1ccccc1C(=O)O	-9	-2	0	97	-6	-11	4.0	100	-6
CC(=O)c1ccc(OCC(=O)NCC(c2ccco2)N2CCCCC2)cc1 (centres undefined)	-4	-3	7	94	10	2	-0.2	92	-3
CCOC(=O)Oc1ccc(C(=O)OCCCN(C)C)cc1OC	-6	2	0	97	8	-6	2.1	92	-1
O=C(Nc1cc(Cl)ccc1F)c1ccc(-n2cncn2)c([N+](=O)[O-])c1	-6	9	1	98	-21	0	-0.3	105	-13
COc1ccc(C(=O)NCCCOc2cccnc2)cc1OC1CCN(C(C)=O)CC1	4	8	4	110	-12	2	-4.0	106	7
COc1cccc(/C=N\NC(C)=O)c1OC/C=C/c1ccccc1	/	/	0	82	5	/	-2.6	84	/
CSCC(=O)N1CCCC(CO)(CCCc2ccccc2)C1 (centres undefined)	11	3	0	98	9	-5	0.3	100	3
COCC(C)NC(=O)c1cc2c(ccc3ccccc32)oc1=O (centres undefined)	2	4	0	102	-1	4	1.2	97	-1

3 entries drawn at random from the list so far:
SMILES	MCL1-BIM inh	GLD-1 TGE inh	GRK2 aptamer HTS	CIT2 TOR yeast	VLA-4 inh	Fam108B inh	MEX-5 binding	AGP1-GFP MLPCN	BCLXL inh
O=C(Nc1cc(Cl)ccc1F)c1ccc(-n2cncn2)c([N+](=O)[O-])c1	-6	9	1	98	-21	0	-0.3	105	-13
O=C1CC(=O)CC(c2ccco2)C1	3	9	8	98	-1	-2	/	94	5
CC(=O)OCc1c(F)c(F)c(-n2nc(C)cc2C)c(F)c1F	-5	4	0	87	5	-2	1.6	98	1

Screening results: PubChem BioAssay, several laboratories
